Bioassay records: PubChem BioAssay, several laboratories
Hck Nef HTS = blocks Nef-activated human Hck kinase; P08631; Recombinant Hck-YEEI plus Nef, Z-Lyte FRET kinase assay; inhibition, % at 20 µM; 220,000 tested, 0.68% active;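 active = Hck-Nef kinase inhibition above about 50%, limit read from the data; inactive = inhibition below that limit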;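 note: 0% = DMSO with Hck plus Nef and 100% = Hck alone without Nef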
zVAD death inh = L929 zVAD cell death inhibition; L929 zVAD necroptosis rescue, ATP luminescence, 24 h; with zVAD 60 µM; viability rescue, % at 10 µM; 220,000 tested, 0.38% active; AID 1377;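 active = activation, scaled between plate controls, above about 75%, limit read from the data; inactive = activation under that limit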;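 note: 0% = zVAD with DMSO and 100% = DMSO alone without zVAD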
Runt-SMMHC FRET = blocks binding of human RUNX1 Runt domain to CBFb-SMMHC; 220,000 tested, 0.74% active; inhibition, % at 20 µM; AID 1434; Cerulean-Runt/Venus-CBFb-SMMHC FRET ratio 530/480, 1 h; Q01196+Q13951;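 active = mean inhibition across duplicate retests at 20 µM reaching about 50%, limit read from the data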;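 note: 0% = DMSO wells and 100% = wells with excess untagged CBFb-SMMHC; inhibitors lower the FRET ratio by blocking Runt binding to CBFb-SMMHC; some results filed as inactive read as strong as hits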
Target sequence (Q01196 whole entry, looked up, the tested form may be a part): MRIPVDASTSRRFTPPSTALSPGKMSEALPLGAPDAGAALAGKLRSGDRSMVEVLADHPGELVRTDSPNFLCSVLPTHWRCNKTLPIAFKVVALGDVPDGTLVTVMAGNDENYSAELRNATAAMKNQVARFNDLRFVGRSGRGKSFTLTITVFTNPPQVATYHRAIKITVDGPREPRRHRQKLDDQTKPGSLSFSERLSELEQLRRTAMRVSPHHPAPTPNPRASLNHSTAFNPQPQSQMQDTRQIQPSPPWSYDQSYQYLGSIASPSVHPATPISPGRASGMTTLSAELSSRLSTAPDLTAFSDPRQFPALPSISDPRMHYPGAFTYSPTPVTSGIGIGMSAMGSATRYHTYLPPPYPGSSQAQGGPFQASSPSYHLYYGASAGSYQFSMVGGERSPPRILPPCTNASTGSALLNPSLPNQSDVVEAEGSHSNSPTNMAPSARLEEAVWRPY
Target sequence (Q13951 whole entry, looked up, the tested form may be a part): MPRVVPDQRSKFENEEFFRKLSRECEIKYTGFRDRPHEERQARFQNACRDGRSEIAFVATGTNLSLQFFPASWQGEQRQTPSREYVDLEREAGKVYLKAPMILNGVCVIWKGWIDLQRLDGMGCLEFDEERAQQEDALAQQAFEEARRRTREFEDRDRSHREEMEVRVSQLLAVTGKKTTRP
RBBP9 inh = blocks human serine hydrolase RBBP9 | recombinant RBBP9, FP-Rh probe fluorescence polarization | inhibition, % at 7.94 µM | 220,000 tested, 0.2% active | AID 1515;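 active = inhibition above the campaign mean of all tested compounds plus 3 SD, cut at about 14% in these data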;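 note: plate controls were DMSO wells with RBBP9 for no effect and wells lacking RBBP9 protein for full effect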
Target sequence (O75884 whole entry, looked up): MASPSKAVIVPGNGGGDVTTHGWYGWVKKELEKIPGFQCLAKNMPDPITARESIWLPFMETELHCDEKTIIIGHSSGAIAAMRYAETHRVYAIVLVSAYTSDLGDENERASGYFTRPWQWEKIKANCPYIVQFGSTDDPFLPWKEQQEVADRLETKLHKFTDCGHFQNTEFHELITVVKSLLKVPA
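Measured by: FP readout at 525/598 nm; material: recombinant human RBBP9; also added: Serine-hydrolase probe FP-Rh, 375 nM pre-mixing; medium: Tris buffer pH 8.0, NaCl, Pluronic; replication: one well per compound; doses: one concentration, 7.94 µM nominal, 0.794% DMSO; timing: preincubation 30 min plus labeling 45 min at 25 °C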
EP2 mod = modulates human prostaglandin E2 receptor EP2 signaling. P43116. EP2-expressing cells, cAMP HTRF FRET, PGE2 co-stimulation. induction, % at 25 µM. 260,000 tested, 0.83% active. AID 940;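 active = compounds whose cAMP rise, as percent of the full-agonist control response, exceeds 60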;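 note: rat C6 glioma line stably carrying human EP2 under a CMV promoter; the protocol text gives 20 µM as final concentration; 100% = response of wells given 1 µM PGE2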
TNF death inh = inhibitors of TNF-alpha induced necroptosis in Jurkat FADD-/- cells | Jurkat FADD-/- TNF necroptosis rescue, ATP luminescence, 24 h; 0 = TNF only, 100 = no-TNF cells | activation (protection from cell death), % at 10 µM | 220,000 tested, 0.068% active;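 active = activation, meaning protection from cell death, of at least 50% relative to plate controls; inactive = activation below 50%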;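 note: necroptosis triggered by 40 ng/mL TNF-alpha added together with compound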
Runt-CBFb FRET = blocks binding of human RUNX1 Runt domain to CBFb; Q01196+Q13951; Cerulean-Runt/Venus-CBFb FRET ratio 530/480, 1 h; inhibition, % at 20 µM; 220,000 tested, 0.46% active;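 active = inhibition over about 50% at 20 µM in the single-dose screen, limit read from the data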;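 note: 0% = DMSO wells and 100% = excess unlabeled CBFb competitor control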
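Schedule: protein complex preformed 1 h, compound exposure 1 h, room temperature, dark; test system: Cerulean-labeled Runt domain protein; amount: 100 nM per protein; buffer or medium: Tris 50 mM pH 7.5, KCl, K2SO4, 0.01% BSA; read-out: loss of energy transfer signal; detection: FRET fluorescence; controls: 5 µM unlabeled CBFb as full-inhibition high control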
PGE2 EP2 inh = blocks the human prostaglandin E2 receptor EP2. inhibition, % at 25 µM. C6 glioma cells expressing human EP2, cAMP TR-FRET; cells stimulated with saturating PGE2. P43116. 260,000 tested, 0.52% active;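 active = percent inhibition above 40 after rounding to a whole number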;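 note: rat C6 glioma host cells with rolipram phosphodiesterase inhibitor present; the protocol text gives 20 µM as final concentration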
PERK inh = blocks human PERK kinase; Q9NZJ5; CHO PERK-DD fusion, SEAP luminescence translation reporter; inhibition, % at 5.6 µM; 220,000 tested, 0.17% active; AID 1416;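 active = inhibition above the mean inhibition of all tested compounds plus 3 SD, set separately per screening campaign, cut at about 2.9% in these data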;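 note: PERK kinase domain activated by AP20187 dimerizer at 100 nM; 0% = DMSO with dimerizer and 100% = rapamycin at 8.4 µM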
Active calls of the source: *; / = no result given; & = joins results of further samples.

SMILES	Hck Nef HTS	zVAD death inh	Runt-SMMHC FRET	RBBP9 inh	EP2 mod	TNF death inh	Runt-CBFb FRET	PGE2 EP2 inh	PERK inh
Cn1cccc1CC(=O)NNC(=S)NC(=O)c1ccc(F)cc1	-6	0.7	-4	-1	17	-1.5	11	10	0.9
O=C(Nc1ccccc1N1CCCC1)c1cccnc1Cl	6	0.0	3	0	0	-2.2	0	10	0.3
CCOc1ncccc1C(=O)OCC(=O)Nc1c(C)cc(C)cc1C	-20	-0.1	1	-12	36	-2.2	-1	2	0.2
COC(=O)CN1C(=S)N(c2ccc(F)cc2)C(=O)C1CC(=O)Nc1ccc(F)cc1 (stereo not given)	-8	0.8	-3	-3	-19	-1.0	3	12	-1.1
COC(=O)c1ccccc1NC(=O)CSc1n[nH]c(-c2cccnc2)n1	17	0.8	0	-6	20	0.7	0	8	-0.2
Cc1ccc(S(=O)(=O)NCCC(=O)N2CCCCC2)cc1	4	0.1	3	3	/	1.0	-2	/	-0.9
O=C(O)CCCC(=O)Nc1ccc(C(=O)N2CCCCC2)cc1	1	-0.4	-1	-3	20	-1.0	0	11	1.5
CCOc1cc(/C=N/NC(=O)c2c(-c3ccccc3)noc2C)ccc1O	9	-0.1	1	-2	-7	1.5	0	5	0.0
COCc1[nH]nc2c1C(c1cc(OC)c(O)c(OC)c1)C(C#N)=C(N)O2 (stereo not given)	0	-0.6	-8	-3	21	-0.6	4	12	0.8
Cc1cccc(Nc2nc(N)c([N+](=O)[O-])c(N3CCC(C)CC3)n2)c1	8	0.9	-2	-6	48	1.5	0	18	0.8
COc1ccc(OC)c(NC(=O)C2CCCN2C(=O)OCc2ccccc2)c1 (stereo not given)	-4	-0.8	-10	0	-4	1.5	-2	12	-0.6
COc1ccccc1N1CCN(C(=O)CCn2c(=O)[nH]c3ccccc3c2=O)CC1	0	-0.3	-6	6	20	0.3	1	1	-0.3
COC(=O)CSc1cc(C)nc2ccc(OC)cc12	0	-0.4	0	-1	14	-0.3	0	9	0.9
O=C(CCCCCNC(=O)c1ccccc1)N=Nc1c(O)[nH]c2c(Br)cc(Br)cc12	-6	0.7	-1	-10	-26	-0.6	-1	8	1.8
O=C(Nc1ccc2c(c1)OCO2)c1c(F)c(F)c(F)c(F)c1F	5	-0.1	-2	-8	7	1.4	-1	6	0.2
Nc1ccc2oc(=O)c3ccccc3c2c1	14	0.3	0	-4	-25	-5.0	-2	/	0.5
Cc1ccc2[nH]c(-c3ccccc3)c(CN3CCCC3)c(=O)c2c1	9	-1.0	-4	-10	6	-0.8	0	2	0.1
Cc1cc(C)c(S(=O)(=O)NCCn2ccc3ccccc32)c(C)c1	5	0.2	-2	-9	-20	0.3	-3	10	1.4
CN1CCN(C(=O)c2cnn3c2NC(c2ccccc2)CC3C(F)(F)F)CC1 (stereo not given)	-32	0.0	-2	-11	-11	0.4	2	5	-0.6
Cc1cc([N+](=O)[O-])ccc1NCc1cccc2ccccc12	1	-0.1	/	-13	/	-4.1	/	4	0.3
Cc1ccc(-c2nc3ncccc3o2)cc1NC(=O)c1ccccc1	0	1.9	-2	1	-6	1.6	-2	12	-0.2
O=C(Nc1nc(-c2ccco2)c(-c2ccco2)s1)C1CC(=O)N(c2ccc3c(c2)OCCO3)C1 (stereo not given)	36	4.2	-24	-3	-35	1.0	21	12	1.0
Cc1nnc(NC(=O)CSc2nnc(C)n2-c2ccc(F)cc2)s1	16	0.9	3	-6	1&13	8.4	-1	8&6	0.9
COC(=O)c1cn(C(=O)c2ccc(C)cc2)c2ccccc12	15	5.5	2	-11	35&52	-1.5	-1	10&13	-0.3
CCN(CC)C(=O)c1ccc(-c2nnc(OC)c3ccccc23)cc1	18	0.0	1	-10	-2	-0.5	2	9	-0.8
COc1ccc(C(=O)C2CCCN(Cc3cccn3-c3ccc(Cl)cn3)C2)c(OC)c1 (stereo not given)	28	1.4	0	-6	-72	-2.6	2	7	-0.1
Cc1[nH]c2ccccc2c1CCNC(=O)CCC(=O)c1ccccc1	27	5.3	-4	-3	-70	0.5	-3	4	-0.4
COC(=O)c1ccc(C2C(C(C)=O)=C(O)C(=O)N2CCO)cc1 (stereo not given)	1	0.8	0	-8	21	1.2	2	8	0.1
CN(C)c1oc(-c2ccccc2)nc1C#N	5	-0.1	0	-9	-20	0.3	-2	2	0.5
COC(=O)CSc1ccccc1C(=O)OC	16	0.7	-3	0	17	1.0	-1	3	1.0
CCCCSc1nnc(-c2ccccc2NC(C)=O)c(=O)[nH]1	1	1.1	-3	0	2	0.8	0	4	1.9
O=C(COC(=O)CNC(=O)c1ccco1)Nc1ccc(Cl)cn1	9	-0.5	-9	-2	14	0.7	0	14	0.4
CCOC(=O)CSc1nn(C)c(=S)s1	20	0.2	-3	-9	23	1.0	0	14	0.7
CCOC(=O)CNC(=O)c1cccnc1	1	0.3	2	0	11	0.3	0	11	1.3
O=C(CCN1C(=O)c2ccccc2C1=O)Nc1cc(F)ccc1F	0	0.4	3	-5	-15	0.0	0	13	-0.4
C=CCNc1nnc(SCC(=O)N2CCCCC2)c2ccccc12	-6	-1.6	-9	-3	-9	-1.5	1	5	-0.2
COc1ccc(NC(=O)c2cccnc2Nc2ccc(OC)cc2)cc1	0	0.0	3	1	-22	-1.2	-2	11	-0.3
O=C(CSc1nnc(-c2ccncc2)o1)Oc1ccccc1	1	0.0	2	-7	28	-1.3	1	9	-0.3
Cc1cc(OC(C)C(=O)N/N=C/CC(C)c2ccccc2)ccc1Cl (stereo not given)	8	-0.1	2	-7	-39	0.1	-2	11	0.0
C(/C=C/c1ccco1)=N/N1CCN(c2ccccc2)CC1	0	0.2	-1	-4	1	-0.3	-2	15	-1.1

13 of the compounds above, with two lines to a compound.
Each structure is followed by: Hck Nef HTS | zVAD death inh | Runt-SMMHC FRET | RBBP9 inh | EP2 mod | TNF death inh | Runt-CBFb FRET | PGE2 EP2 inh | PERK inh
> Cc1[nH]c2ccccc2c1CCNC(=O)CCC(=O)c1ccccc1
    27 | 5.3 | -4 | -3 | -70 | 0.5 | -3 | 4 | -0.4
> COC(=O)c1ccc(C2C(C(C)=O)=C(O)C(=O)N2CCO)cc1 (stereo not given)
    1 | 0.8 | 0 | -8 | 21 | 1.2 | 2 | 8 | 0.1
> CN(C)c1oc(-c2ccccc2)nc1C#N
    5 | -0.1 | 0 | -9 | -20 | 0.3 | -2 | 2 | 0.5
> COC(=O)CSc1ccccc1C(=O)OC
    16 | 0.7 | -3 | 0 | 17 | 1.0 | -1 | 3 | 1.0
> CCCCSc1nnc(-c2ccccc2NC(C)=O)c(=O)[nH]1
    1 | 1.1 | -3 | 0 | 2 | 0.8 | 0 | 4 | 1.9
> O=C(COC(=O)CNC(=O)c1ccco1)Nc1ccc(Cl)cn1
    9 | -0.5 | -9 | -2 | 14 | 0.7 | 0 | 14 | 0.4
> CCOC(=O)CSc1nn(C)c(=S)s1
    20 | 0.2 | -3 | -9 | 23 | 1.0 | 0 | 14 | 0.7
> CCOC(=O)CNC(=O)c1cccnc1
    1 | 0.3 | 2 | 0 | 11 | 0.3 | 0 | 11 | 1.3
> O=C(CCN1C(=O)c2ccccc2C1=O)Nc1cc(F)ccc1F
    0 | 0.4 | 3 | -5 | -15 | 0.0 | 0 | 13 | -0.4
> C=CCNc1nnc(SCC(=O)N2CCCCC2)c2ccccc12
    -6 | -1.6 | -9 | -3 | -9 | -1.5 | 1 | 5 | -0.2
> COc1ccc(NC(=O)c2cccnc2Nc2ccc(OC)cc2)cc1
    0 | 0.0 | 3 | 1 | -22 | -1.2 | -2 | 11 | -0.3
> O=C(CSc1nnc(-c2ccncc2)o1)Oc1ccccc1
    1 | 0.0 | 2 | -7 | 28 | -1.3 | 1 | 9 | -0.3
> Cc1cc(OC(C)C(=O)N/N=C/CC(C)c2ccccc2)ccc1Cl (stereo not given)
    8 | -0.1 | 2 | -7 | -39 | 0.1 | -2 | 11 | 0.0

More entries.
SMILES	Hck Nef HTS	zVAD death inh	Runt-SMMHC FRET	RBBP9 inh	EP2 mod	TNF death inh	Runt-CBFb FRET	PGE2 EP2 inh	PERK inh
O=C(c1ccco1)N1CCN(C(=O)c2nn3cccnc3c2Cl)CC1	1	0.7	2	2	19	-0.4	0	3	0.4
COc1cc(C(=S)N2CCOCC2)ccc1OC(=O)c1cc([N+](=O)[O-])cc([N+](=O)[O-])c1	2	0.8	0	-1	25	0.1	4	6	1.3
C=CCN(c1ccccc1)S(=O)(=O)c1cccc(C(=O)OCC(=O)NCCOC)c1	14	0.2	2	0	28	0.2	1	2	0.5
COc1ccc(-c2nn(-c3ccccc3)cc2C(=O)Nc2nc(CC(C)=O)ns2)cc1	2	0.9	2	-29	-10	-1.6	0	38	-0.4

These rows are one share of the data, so the mix of outcomes need not match the whole.
